High-throughput results from PubChem.
CaV13 FRET inh = Primary screen for inhibitors of IQ motif and Ca2+-dependent inactivation inhibitor domain binding in CACNA1D, Förster resonance energy transfer in living cells, …; HEK cells, CFP/YFP FRET ICDI-IQ, plate reader, 10 min; percent FRET-ratio fall versus neutral wells; inhibition, % at 12.3 µM; 340,000 tested, 0.098% active;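 active = mean replicate inhibition of at least 30% and at least 1% of replicates passing that level; inconclusive = only one of the two criteria is met; inactive = neither criterion is met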;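 note: 0% = median of the neutral control wells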
PDI inh = inhibitors of human protein disulfide isomerase; P07237; PDI insulin aggregation turbidity, A650, 90 min; inhibition, % at 10 µM; 350,000 tested, 0.052% active;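 active = mean inhibition across replicates of 30% or more, whatever share of single replicates reach that level; inconclusive = mean inhibition below 30% while every single replicate reaches 30%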;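 note: absorbance from insulin aggregation driven by PDI reduction with DTT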
Target sequence (P07237 whole entry, looked up): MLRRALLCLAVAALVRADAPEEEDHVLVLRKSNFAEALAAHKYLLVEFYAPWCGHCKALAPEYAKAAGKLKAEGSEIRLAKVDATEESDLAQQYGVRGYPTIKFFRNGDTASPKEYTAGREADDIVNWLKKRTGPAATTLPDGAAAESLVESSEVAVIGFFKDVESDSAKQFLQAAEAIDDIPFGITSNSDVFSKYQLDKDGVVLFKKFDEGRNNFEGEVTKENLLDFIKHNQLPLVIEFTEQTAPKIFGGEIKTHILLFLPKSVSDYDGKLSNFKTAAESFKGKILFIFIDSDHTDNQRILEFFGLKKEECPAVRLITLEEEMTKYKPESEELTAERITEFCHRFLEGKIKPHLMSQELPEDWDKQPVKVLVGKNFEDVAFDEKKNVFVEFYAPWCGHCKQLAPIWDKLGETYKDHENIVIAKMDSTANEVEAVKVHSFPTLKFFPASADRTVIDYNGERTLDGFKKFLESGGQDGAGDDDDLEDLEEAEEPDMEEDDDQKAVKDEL
HTR2A ag = activates the mouse 5-HT2A serotonin receptor; P35363; 360,000 tested, 0.66% active; activation, % at 7.6 µM; CHO-K1 mHTR2A beta-arrestin complementation, luminescence; percent of 30 µM serotonin response;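 active = activation above a run cutoff, the mean activation of all tested compounds plus 3 SD, cut at about 14% in these data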;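 note: 0% = plate median of compound wells and 100% = 30 µM serotonin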
Target sequence (P35363 whole entry, looked up): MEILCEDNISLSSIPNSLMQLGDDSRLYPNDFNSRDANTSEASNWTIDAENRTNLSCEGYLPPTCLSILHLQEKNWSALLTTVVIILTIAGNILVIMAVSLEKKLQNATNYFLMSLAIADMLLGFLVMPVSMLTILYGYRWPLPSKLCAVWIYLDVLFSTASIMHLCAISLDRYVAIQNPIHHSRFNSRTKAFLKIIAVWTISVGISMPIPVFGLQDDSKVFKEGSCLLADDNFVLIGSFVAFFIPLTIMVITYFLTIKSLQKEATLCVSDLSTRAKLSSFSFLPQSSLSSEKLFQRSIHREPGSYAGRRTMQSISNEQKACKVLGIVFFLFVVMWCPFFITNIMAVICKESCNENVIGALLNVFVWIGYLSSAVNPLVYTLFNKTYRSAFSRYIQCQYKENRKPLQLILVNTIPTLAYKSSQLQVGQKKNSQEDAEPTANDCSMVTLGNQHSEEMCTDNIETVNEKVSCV
aDG glyco up = increases alpha dystroglycan glycosylation | activation, % at 10 µM | 360,000 tested, 0.22% active | Pro5-aDG cells, alpha-DG glycosylation AlphaScreen (IIH6); 0% Pro5, 100% B10-LARGE cell signal;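 active = activation of at least 8% versus controls, or a plate z-score of at least 8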;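 note: Pro5 are CHO cells carrying HIG-tagged alpha-DG that lacks glycosylation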
ABCB6 inh MLPCN = human ABCB6 transporter inhibition; Q9NP58; 360,000 tested, 0.19% active; K562-ABCB6 porphyrin accumulation, flow cytometry, 1 h; active compounds read low; AID 602162; fluorescence ratio to DMSO, % at 10 µM;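 active = fluorescence ratio to DMSO below 75%, the collection mean minus 3 SD; inconclusive = too few cells collected in the well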;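 note: signal is porphyrin accumulated inside mitochondria; 100% equals median channel fluorescence of DMSO control wells; lower ratio means ABCB6 inhibition with less porphyrin fluorescence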
Vif inh = HIV Vif inhibition. HEK293T cells, Vif self-association by quenched fluorescence, imaging, 24 h. inhibition, % at 7.49 µM. 340,000 tested, 0.35% active. AID 602346; in the data active = inhibition above about 50%, passing the limit was not always enough; inconclusive = no clear call, values can overlap the other calls; inactive = below about 31%; note: some results filed as inactive read as strong as hits
H9c2 protect = modulators protecting cardiomyocytes from myocardial damage; protection from H2O2 cell death, % at 20 µM; H9c2 cardiomyocytes, H2O2 injury protection, ATPLite, 2 h; 360,000 tested, 0.63% active; AID 588492;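 active = compounds giving at least 50% protection of heart cells from peroxide-induced death in the single-dose screen, raw or plate-pattern-corrected value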;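 note: 0% = DMSO wells with peroxide and 100% = DMSO wells without peroxide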
Glyco luc inh = N-linked glycosylation inhibition. D54 ERlucT glycosylation luciferase reporter, 24 h; percent of 100 nM tunicamycin response. reporter increase, % at 12.5 µM. 360,000 tested, 0.23% active;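 active = mean luciferase reporter signal, scaled so untreated is 0 and the glycosylation-blocking control 100, at or above a set limit in every replicate; inconclusive = mean reaches the limit but not every replicate does; inactive = mean below the limit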;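 note: luciferase carries N-glycosylation sites so blocking glycosylation raises the light; 0% = median of neutral control wells and 100% = median of 100 nM tunicamycin wells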
Granule exo inh = lytic granule exocytosis inhibition; TALL-104 LAMP-1 surface exposure, flow cytometry; cells stimulated with thapsigargin and PMA; inhibition, % at 10 µM; 360,000 tested, 0.66% active; AID 651702;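 active = inhibition above about 55%, limit read from the data; inconclusive = no clear call, values can overlap the other calls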
hiPSC survival = hiPSC single-cell survival enhancement; ATPlite luminescence; 100% = ROCK inhibitor wells, 0% = DMSO; survival enhancement, % at 20 µM; 360,000 tested, 0.044% active; AID 602274; in the data active = survival enhancement above about 18%;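 note: cells exposed to compounds for 16 hours before the ATP read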
Numbers without * were called inactive.

COc1ccc(COC(=O)c2ccc(Br)c(S(=O)(=O)N3CCOCC3)c2)cc1F was read as CaV13 FRET inh -6, PDI inh -5, HTR2A ag -11, aDG glyco up -0.1, ABCB6 inh MLPCN 99, Vif inh -10, H9c2 protect 2, Glyco luc inh -5, Granule exo inh 5 and hiPSC survival 0.8.
Screening COc1cccc(CNC(=O)C2CCN(S(=O)(=O)c3ccc4c(c3)CC(C)N4C(=O)C3CC3)CC2)c1 (centres undefined) returned CaV13 FRET inh -2, PDI inh 1, HTR2A ag 12, aDG glyco up -0.3, ABCB6 inh MLPCN 102, Vif inh -3, H9c2 protect 4, Glyco luc inh -3, Granule exo inh -1 and hiPSC survival 0.2.
C/C(=N\NC(=O)Cc1csc(N2CCOCC2)n1)c1ccc(Cl)c(Cl)c1 was read as CaV13 FRET inh -2, PDI inh -1, HTR2A ag 1, aDG glyco up 1.2, ABCB6 inh MLPCN 99, Vif inh 6, H9c2 protect -14, Glyco luc inh -1, Granule exo inh 0 and hiPSC survival -0.3.
`COCCn1c(C)cc(C(=O)CSc2nc(C)cc(C)c2C#N)c1C` gave CaV13 FRET inh -6, PDI inh 22, HTR2A ag -3, aDG glyco up 0.1, ABCB6 inh MLPCN 87, H9c2 protect -10, Glyco luc inh -3, Granule exo inh 2 and hiPSC survival -0.8.
Screening CN(C)S(=O)(=O)c1ccc2c(c1)nc(CCC(=O)Nc1ccc3c(c1)OCO3)n2C returned CaV13 FRET inh -5, PDI inh 4, HTR2A ag -3, aDG glyco up -0.3, ABCB6 inh MLPCN 96, Vif inh 0, H9c2 protect 2, Glyco luc inh 2, Granule exo inh 2 and hiPSC survival 0.8.
`Cc1nc(COc2ccccc2Cl)sc1-c1ccnc(N)n1` gave CaV13 FRET inh -4, PDI inh 0, HTR2A ag 1, aDG glyco up 0.1, ABCB6 inh MLPCN 98, Vif inh 17, H9c2 protect -7, Glyco luc inh -5, Granule exo inh 9 and hiPSC survival -0.6.
`CCCCC#Cc1cncc(C(=O)N/N=C/c2cccc(OC)c2)c1` gave CaV13 FRET inh -4, PDI inh -2, HTR2A ag 2, aDG glyco up 0.1, ABCB6 inh MLPCN 96, Vif inh -9, H9c2 protect -14, Glyco luc inh -1, Granule exo inh 0 and hiPSC survival -0.5.
Clc1ccc(-c2cnc3n2CCC3)cc1 was read as CaV13 FRET inh -4, PDI inh -3, HTR2A ag -2, aDG glyco up 0.9, ABCB6 inh MLPCN 103, Vif inh -5, H9c2 protect -3, Glyco luc inh 1, Granule exo inh -1 and hiPSC survival 2.7.
Screening CN(C)C(=O)c1cn(-c2ccccc2)nc1-c1cc2ccccc2o1 returned CaV13 FRET inh -4, PDI inh 0, HTR2A ag -1, aDG glyco up 0.3, ABCB6 inh MLPCN 35*, H9c2 protect 4, Glyco luc inh 0, Granule exo inh 1 and hiPSC survival -0.3.
For COCc1cc(Sc2ccc(Cl)cc2Cl)nc(-c2ccccc2)n1 the results were CaV13 FRET inh -4, PDI inh 7, HTR2A ag -4, aDG glyco up 0.2, ABCB6 inh MLPCN 94, Vif inh 23, H9c2 protect -25, Glyco luc inh 1, Granule exo inh -1 and hiPSC survival -2.1.
`FC(F)(F)c1nc2ccccc2n2c(-c3ccc(Cl)cc3Cl)nnc12` gave PDI inh 12, HTR2A ag 2, aDG glyco up 0.6, ABCB6 inh MLPCN 104, Vif inh -2, H9c2 protect -6, Glyco luc inh -3, Granule exo inh -3 and hiPSC survival 0.2.
`Oc1cccc(/C=N/Nc2nn3cnnc3c3ccccc23)c1` gave CaV13 FRET inh -2, PDI inh 4, HTR2A ag -5, aDG glyco up -0.1, ABCB6 inh MLPCN 98, Vif inh -13, H9c2 protect 1, Glyco luc inh 0, Granule exo inh 0 and hiPSC survival 0.1.
Screening CCOc1ccc(NC(=O)C2Cc3ccccc3CN2S(=O)(=O)CC)cc1 (centres undefined) returned CaV13 FRET inh -20, PDI inh -2, HTR2A ag -2, aDG glyco up -0.2, ABCB6 inh MLPCN 95, Vif inh 14, H9c2 protect 6, Glyco luc inh -1, Granule exo inh -1 and hiPSC survival -2.4.
`CSCCCNC(=S)Nc1ccc(N2CCOCC2)cc1N1CCOCC1` gave CaV13 FRET inh -2, PDI inh 1, HTR2A ag 2, aDG glyco up -0.2, ABCB6 inh MLPCN 99, Vif inh -5, H9c2 protect 1, Glyco luc inh -1, Granule exo inh -1 and hiPSC survival -0.2.
Screening OCc1nc2ccccc2n1CCc1ccccc1 returned CaV13 FRET inh -6, PDI inh -5, HTR2A ag 5, aDG glyco up 0.1, ABCB6 inh MLPCN 102, Vif inh 3, H9c2 protect -11, Glyco luc inh 1, Granule exo inh -4 and hiPSC survival 0.2.
For CC(C)C[C@H](NC(=O)c1nc[nH]c1C(=O)NC1CCN(C(=O)OC(C)(C)C)CC1)C(=O)OC(C)(C)C the results were CaV13 FRET inh -6, PDI inh -3, HTR2A ag 5, aDG glyco up -0.1, ABCB6 inh MLPCN 94, Vif inh -3, H9c2 protect 33, Glyco luc inh -4, Granule exo inh 0 and hiPSC survival -3.4.
Screening COCCN(C(=O)CNC(=O)c1cccs1)C(C(=O)NC1CCCC1)c1cccs1 (centres undefined) returned PDI inh 2, HTR2A ag 3, aDG glyco up 0.5, ABCB6 inh MLPCN 93, Vif inh 8, H9c2 protect -20, Glyco luc inh 0, Granule exo inh 3 and hiPSC survival 0.2.
CC12CCC(C/C1=N\OC(=O)c1ccc(F)cc1)C2(C)C (centres undefined) was read as CaV13 FRET inh -4, PDI inh 12, HTR2A ag 0, aDG glyco up -0.1, ABCB6 inh MLPCN 92, Vif inh 0, H9c2 protect 2, Glyco luc inh 2, Granule exo inh -1 and hiPSC survival -0.9.
N#Cc1cccc(NC(=O)CCn2ccnc2)c1 was read as CaV13 FRET inh -5, PDI inh -15, HTR2A ag 4, aDG glyco up -0.1, ABCB6 inh MLPCN 104, Vif inh 0, H9c2 protect -15, Glyco luc inh 2, Granule exo inh -1 and hiPSC survival 0.8.
CCOC(=O)c1cc(C#N)c(NCc2ccccc2)nc1C was read as CaV13 FRET inh -6, PDI inh 1, HTR2A ag 3, aDG glyco up -0.1, ABCB6 inh MLPCN 102, Vif inh -9, H9c2 protect -10, Glyco luc inh -3, Granule exo inh -1 and hiPSC survival 2.2.
For CCc1ccc(C(=O)NC(=S)Nc2ccccc2N2CCOCC2)cc1 the results were PDI inh 9, HTR2A ag 3, aDG glyco up -0.2, ABCB6 inh MLPCN 89, H9c2 protect -3, Granule exo inh -2 and hiPSC survival -0.1.
For CCn1ccc(C(=O)NC2=C(C#N)CCC2)n1 the results were CaV13 FRET inh -4, PDI inh -3, HTR2A ag 4, aDG glyco up -0.4, ABCB6 inh MLPCN 92, Vif inh inconclusive, H9c2 protect 1, Glyco luc inh -1, Granule exo inh 0 and hiPSC survival -1.7.
`O=C(/C=C/c1ccc(Br)cc1)Nc1ccc(S(=O)(=O)Nc2ncccn2)cc1` gave CaV13 FRET inh -10, PDI inh 1, HTR2A ag 0, aDG glyco up 0.0, ABCB6 inh MLPCN 99, Vif inh 3, H9c2 protect -10, Glyco luc inh -8, Granule exo inh 3 and hiPSC survival 0.5.
`COc1ccccc1CCNC(=O)CN1C(=O)c2ccccc2S1(=O)=O` gave CaV13 FRET inh -6, PDI inh 7, HTR2A ag 1, aDG glyco up -0.1, ABCB6 inh MLPCN 94, Vif inh -3, H9c2 protect 4, Glyco luc inh -6, Granule exo inh 4 and hiPSC survival 0.6.
`COC(=O)c1ccc(CSc2nnc(CNC(=O)COc3ccc(Cl)cc3)o2)o1` gave CaV13 FRET inh -2, PDI inh -12, HTR2A ag 0, aDG glyco up 0.2, ABCB6 inh MLPCN 96, Vif inh -3, H9c2 protect -3, Glyco luc inh 3, Granule exo inh -4 and hiPSC survival 4.1.
`O=C(Nc1nc2c(F)cc(F)cc2s1)C1CC1` gave CaV13 FRET inh -7, HTR2A ag 2, aDG glyco up 0.0, ABCB6 inh MLPCN 89, Vif inh 0, H9c2 protect -15, Glyco luc inh 0, Granule exo inh 0 and hiPSC survival 0.7.
`O=C(/C(C=Nc1cc2c(oc1=O)CCCC2=O)=C(\O)c1ccccc1)c1ccccc1` gave CaV13 FRET inh -3, PDI inh -1, HTR2A ag -2, aDG glyco up -0.3, ABCB6 inh MLPCN 96, Vif inh -1, H9c2 protect 11, Glyco luc inh 5, Granule exo inh 10 and hiPSC survival -0.8.
COc1cc(Cl)c(C)cc1NC(=O)Cn1c(NCCO)nc2ccccc21 was read as CaV13 FRET inh -18, PDI inh 11, HTR2A ag -5, aDG glyco up 0.1, ABCB6 inh MLPCN 93, Vif inh 1, H9c2 protect 1, Glyco luc inh 6, Granule exo inh 6 and hiPSC survival 0.1.
CCC(C)CCN1C(Nc2ccccc2)=NC[C@@H]1CC(C)C (some centres undefined) was read as CaV13 FRET inh -10, PDI inh -1, HTR2A ag -2, aDG glyco up 0.0, ABCB6 inh MLPCN 98, Vif inh -1, H9c2 protect -4, Glyco luc inh -2, Granule exo inh 1 and hiPSC survival -2.3.
CCOC(=O)c1sc2nc(N3CCCC3)c3c(c2c1N)CC(C)(C)OC3 was read as CaV13 FRET inh 8, PDI inh 1, HTR2A ag 7, aDG glyco up -0.2, ABCB6 inh MLPCN 96, Vif inh -12, H9c2 protect 1, Glyco luc inh 3, Granule exo inh -1 and hiPSC survival -1.6.
Screening Cc1ccc2nc(-c3ccncc3)cc(C(=O)N3CCOCC3)c2c1 returned PDI inh -6, HTR2A ag 3, aDG glyco up -0.1, ABCB6 inh MLPCN 100, Vif inh -1, H9c2 protect 11, Glyco luc inh 2, Granule exo inh 1 and hiPSC survival -0.5.
Screening CC(=O)Nc1ccc(OS(=O)(=O)c2ccc(Cl)cc2)cc1 returned CaV13 FRET inh -3, PDI inh 2, HTR2A ag -5, aDG glyco up 0.1, ABCB6 inh MLPCN 99, Vif inh 10, H9c2 protect 3, Glyco luc inh -1, Granule exo inh -6 and hiPSC survival -0.3.
Cc1cc(C)n2nc(SCC(=O)c3cc(C)n(-c4cc(C)on4)c3C)nc2n1 was read as CaV13 FRET inh -5, PDI inh 0, HTR2A ag 5, aDG glyco up 5.7, ABCB6 inh MLPCN 96, Vif inh -11, H9c2 protect -14, Glyco luc inh -1, Granule exo inh -1 and hiPSC survival 3.8.
`CN(NC(=O)c1ccccc1)c1nc2ccccc2nc1C(F)(F)F` gave CaV13 FRET inh -1, PDI inh 0, HTR2A ag 3, aDG glyco up -0.2, ABCB6 inh MLPCN 103, Vif inh 5, H9c2 protect 1, Glyco luc inh 14, Granule exo inh 0 and hiPSC survival -2.5.
For CCOc1ccc(NC(=O)CN(c2ccc([N+](=O)[O-])cc2)S(=O)(=O)c2ccccc2)cc1 the results were CaV13 FRET inh -3, PDI inh -2, HTR2A ag -6, aDG glyco up 0.7, ABCB6 inh MLPCN 97, Vif inh 3, H9c2 protect 0, Glyco luc inh 7, Granule exo inh -3 and hiPSC survival -4.3.
For CC(=O)c1ccccc1NC(=O)COC(=O)Cc1cccc(C(F)(F)F)c1 the results were CaV13 FRET inh -3, PDI inh -5, HTR2A ag 14, aDG glyco up 0.0, ABCB6 inh MLPCN 92, Vif inh 11, H9c2 protect -6, Glyco luc inh 1, Granule exo inh 4 and hiPSC survival 0.0.
